Compound activity (PubChem BioAssay)
Dynein cargo inh – inhibitors of GR-EGFP nuclear translocation, primary screen, dynein cargo transport inhibitor project, imaging, high-content, 3617.4 mouse cells | test concentration mostly 20 µM; stimulated with dexamethasone, 1 µM; active compounds read low | z-score, hits read low | 220,000 tested, 0.47% active | AID 1381, 2008;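 active = plate z-score of nuclear minus cytoplasmic receptor signal below a set negative limit, without overly bright fluorescence or cell loss, cut at about -3.5 in these data, passing the limit was not always enough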;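 also: z-score of nuclear minus cytoplasmic ring GR-EGFP intensity difference per well; some compounds called inactive have numbers as strong as hits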
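Buffer or medium: tet-free medium with charcoal-stripped serum / Also added: dexamethasone agonist, 1.0 µM final, for 30 min / Timing: induction 48 h, compound 1 h, agonist 30 min / Measured by: high-content fluorescence imaging after fixation / Read-out: nuclear-to-cytoplasmic GR-EGFP distribution per well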
M1AAP inhibition – P. falciparum M1AAP inhibitors, biochemical, fluorogenic H-Leu-NHMec substrate, 1536-well (AID 1445) | Aminopeptidase N (Plasmodium falciparum (isolate 3D7)) | recombinant M1AAP, H-Leu-NHMec fluorogenic kinetic assay; higher % means a stronger effect | inhibition, % at 30 µM, or IC50 in µM where a hit was titrated | 220,000 tested, 0.42% active;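 active = primary inhibition above the hit cutoff, then over 50% inhibition at one or more dose response concentrations, cut at about 23% in these data, passing the limit was not always enough; inconclusive = conflicting primary data, or primary hits not chosen for dose response; inactive = low primary inhibition, or under 50% at every dose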;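 also: plate controls were DMSO full reaction for no effect and no enzyme background for full effect; strong numbers were not always called active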
Yfh1-off respiration – enhancers of respiration in Yfh1-depleted yeast, dose response, Friedreich's ataxia, plus single-dose screen (AID 1465); S. cerevisiae Yfh1-off respiration, WST-1 reduction, 72 h; higher fold induction means a stronger effect; fold induction at 50 µM, or EC50 in µM where a hit was titrated; 220,000 tested, 0.074% active;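 active = fold induction of absorbance versus untreated yeast above a set limit, then at least 30% activation at any dose in follow-up; inconclusive = repeats straddling the limit, or above it without dose testing; inactive = fold induction below the set limit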;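 also: activators that raise dye reduction in frataxin-depleted yeast; strong numbers were not always called active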
Ins promoter up – insulin promoter activators in MIN6 cells, imaging, high-content screening, mouse beta cells. MIN6 insulin promoter-GFP reporter; active compounds read high. z-score at 5 µM. 190,000 tested, 0.3% active. AID 1625, 2009;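 active = z-score above 3 at 5 µM with at least 500 cells counted in the well; inconclusive = wells under 500 cells, flagged as cytotoxic or low count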
Autophagy HCS – autophagy modulators in MEF cells, primary screen, imaging, high-content, MEF GFP-LC3; MEF GFP-LC3 puncta imaging; test concentration mostly 10 µM; calls only at 10 µM (by protocol); 190,000 tested, 0.98% active; AID 463193, 2010;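 active = percentage of spot-positive cells more than 3 SD above its plate mean, without a fluorescence outlier flag or 80% toxicity; inconclusive = no clear call, values can overlap the other calls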;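 also: spot-positive cell cutoff set from DMSO-treated cells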
P. falciparum M17LAP – P. falciparum M17LAP inhibitors, primary screen, biochemical, fluorogenic H-Leu-NHMec substrate, 1536-well (AID 1619). Leucine aminopeptidase (Plasmodium falciparum (isolate 3D7)). recombinant M17LAP, H-Leu-NHMec fluorogenic kinetic assay; higher % means a stronger effect. inhibition, % at 30 µM, or IC50 in µM where a hit was titrated. 220,000 tested, 0.38% active;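 active = compound inhibiting the enzyme by more than half at any dose during confirmatory dose-response retesting; inconclusive = strong single-dose inhibitors picked by rank but not retested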;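 also: plate controls were full reaction with DMSO carrier for no effect and no enzyme background for full effect; strong numbers were not always called active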
Lipid droplet – inhibitors of hepatocyte lipid droplet formation, primary screen, imaging, high-throughput imaging, BODIPY stain | AML12 mouse hepatocytes, oleate lipid droplets | inhibition, % at 6.5 µM | 240,000 tested, 0.4% active | AID 1656, 2009;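 active = lipid droplet intensity inhibited by at least 50%, with more than 500 cells counted; inconclusive = wells with under 300 cells, treated as cytotoxic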
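System: AML12 hepatocytes (mouse). Probe or stimulus: oleic acid at 100 µM to induce lipid droplet formation. Times: overnight treatment with compound plus oleate. Detection: Image-based BODIPY and DAPI two-channel analysis. Evaluation: percent inhibition of filter-corrected integrated lipid droplet intensity per well.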
CSM14.1 death rescue – rescue of cells from ER stress-induced death, primary screen, 384-well, CSM14.1, thapsigargin, ATP luminescence (AID 1222) | CSM14.1 thapsigargin-induced death rescue, ATP luminescence; higher % means a stronger effect | cellular ATP content (survival), % at 20 µM, or EC50 in µM where a hit was titrated | 190,000 tested, under 10 active;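 active = EC50 below 50 µM in the dose-response confirmation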;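 also: death triggered by thapsigargin at about 15 µM added after 2 h compound pretreatment; cell ATP read after overnight thapsigargin exposure of roughly 18 to 22 hours; normalized against plate controls of thapsigargin alone and 5% DMSO vehicle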
MT stabilizer – microtubule stabilizers in HeLa cells, primary screen, imaging, high-content imaging. 200,000 tested, 0.83% active. % tubulin-high responders, % at 10 µM. HeLa tubulin immunostaining HCS, 24 h; share of cells brighter than vehicle mean+2SD;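 active = plate Z-score above 3 for both tubulin-high and condensed-nucleus cell shares, with cell loss under 80%, at 10 µM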;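 also: anti alpha tubulin signal scored within the nucleus-defined area of each cell; some results filed as inactive read as strong as hits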
Dynein cargo inh cytoplasmic EGFP – second read-out of Dynein cargo inh, no call of its own (marks repeat the call); z-score; measured here: cytoplasmic GR-EGFP intensity; active compounds read high
Dynein cargo inh nuclear GR-EGFP – second read-out of Dynein cargo inh, no call of its own (marks repeat the call); z-score; measured here: nuclear GR-EGFP intensity;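 lower value marks the stronger effect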
Dynein cargo inh cell count – recorded beside Dynein cargo inh, whose call it bears; z-score; measured here: cell count per field
Ins promoter up cell count – also measured in Ins promoter up; calls as there; cell count; measured here: cytotoxicity, nuclei count;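 total cells summed across four imaged fields per well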
Lipid droplet cells 6.5 µM – also measured in Lipid droplet; calls as there; cell count; measured here: cell count, cytotoxicity flag;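 cells counted across two imaged fields per well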
MT stabilizer Hoechst-high % – also measured in MT stabilizer; calls as there; % Hoechst-high responders; measured here: nuclear condensation Hoechst responders;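 share of cells brighter than vehicle mean plus two SD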
MT stabilizer cytotoxicity % – also measured in MT stabilizer; calls as there; toxicity, %; measured here: cytotoxicity by cell density;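 0% = mean cell density of plate MIN control wells and 100% = no cells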
Autophagy HCS cell loss 18 h – further read-out of Autophagy HCS, marked with its call; toxicity, %; measured here: cell loss, nuclei count;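 cell loss after 18 h compound exposure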
The depositor's hits bear a star; i = inactive; ? = inconclusive; · = no result given.

Values run as follows: M1AAP inhibition, Yfh1-off respiration, MT stabilizer, P. falciparum M17LAP, MT stabilizer Hoechst-high %, Lipid droplet cells 6.5 µM, Lipid droplet, Autophagy HCS, Autophagy HCS cell loss 18 h, Dynein cargo inh cytoplasmic EGFP, Dynein cargo inh nuclear GR-EGFP, Dynein cargo inh, CSM14.1 death rescue, Dynein cargo inh cell count, MT stabilizer cytotoxicity %, Ins promoter up, Ins promoter up cell count
1: Cc1nnc(N(CCC#N)CCC#N)s1
    2%, i, 1.6, -7%, 1.7, ·, ·, i, -12, -0.22, -0.16, -0.21, -2.5%, 0.55, 10, 0.46, 1116
2: C/C=C/C(=O)Nc1cccc(C2=NOC3(C2)C[C@H](C(N)=O)N(C(=O)c2ccccc2C(=O)c2ccccc2)C3)c1 (some centres undefined)
    2%, i, ·, 0%, ·, ·, ·, ·, ·, -0.63, 0.25, 0.35, ·, -0.016, ·, 0.12, 1033
3: CCC(=O)N1CCN(CCN=CC2=C(O)CC(C)(C)CC2=O)CC1
    -2%, i, 3.1, -5%, 2.0, 685, 9, i, -9, -0.23, -0.45, -0.92, ·, 0.74, 2.3, 0.41, 1330
4: CCCNC(=O)COc1ccc2c(=O)c(Oc3ccccc3F)coc2c1
    5%, i, 1.3, 0%, 2.4, 547, 2, i, 4, -0.3, -0.61, -0.7, -0.4%, 0.41, 6.9, 1.3, 1047
5: O=C(O)c1ccccc1C(=O)NC1Cc2ccccc2C1
    4%, i, ·, -4%, ·, 730, 1, ·, ·, -0.28, -0.12, 0.22, ·, 0.6, ·, 1.3, 1435
6: COc1cc(/C=N/NC(=O)c2ccc(CN3C(=O)c4cccc5cccc3c45)cc2)cc(OC)c1O
    5%, i, ·, 5%, ·, 706, 13, ·, ·, 0.12, 1.1, 0.66, ·, -0.97, ·, -0.13, 576
7: O=c1[nH]nc(N/N=C/c2ccc(Cl)cc2Cl)c(=O)[nH]1
    6%, i, ·, 17%, ·, 785, 2, ·, ·, -0.25, -0.38, -0.8, ·, 0.52, ·, -0.1, 1186
8: CC(C)(C)NC(=O)CSc1nc(-c2ccc(F)cc2)cs1
    -2%, i, 1.8, -5%, 2.4, 687, -21, i, 11, -0.27, -0.48, -0.53, -0.6%, 0.65, 10, 0.26, 1123
9: Cc1nc2ccccc2c(=O)n1NC(=O)C1CCCCC1
    1%, i, 2.2, 7%, 0.3, 768, 10, i, 5, -0.0014, 0.16, -0.45, 0.8%, -0.64, 61, -0.93, 1291
10: CCOC(=O)N1CCN(C(=O)c2ccc3c(c2)sc2nc(-c4ccc(OC)cc4)cn23)CC1
    ?, i, 6.4, 14%, 2.8, 686, 9, i, -7, -0.32, 0.24, 0.91, -2.6%, 0.18, 4.3, -0.26, 1866
11: CC1CC(=O)c2cnc(Nc3cccc(C(F)(F)F)c3)nc2C1 (centres undefined)
    -5%, i, 9.4, -1%, 1.5, ·, ·, i, -31, -0.19, 0.088, -0.46, -0.9%, 0.54, 4.9, -1.2, 899
12: Oc1ccc(Cl)cc1/C=C/c1ccc2cccc(O)c2n1
    -9%, i, 12, 17%, 6.5, 703, -4, i, 13, -0.066, 0.78, 2.2, 2.6%, -0.75, 19, ·, ·
13: CCn1nnnc1-c1ccc(OC)c(S(=O)(=O)Nc2ccc(C)c(C)c2)c1
    5%, ·, 1.9, 6%, 1.4, ·, ·, i, -2, -0.14, -0.18, -0.62, -2.1%, 0.77, 4.2, 2.1, 897
14: O=C(Nc1cccc(-c2nnc(-c3ccccc3)o2)c1)C1CCCO1 (centres undefined)
    4%, i, 3.2, -3%, 1.9, 745, -11, i, 25, -0.26, -0.083, 0.23, -1.0%, 0.49, 1.1, 1.2, 1231
15: CCC(=O)c1coc2ccc(O)cc12
    ·, i, 5.4, ·, 1.8, ·, ·, i, -3, -0.18, 1.9, 1.4, ·, -1.7, 3.3, ·, ·
16: N/C(=N/O)c1cccn1Cc1ccccc1[N+](=O)[O-]
    1%, i, 4.8, -3%, 2.7, 665, -15, i, -1, -0.14, -0.11, -0.062, -0.3%, -1.4, 5.1, 0.02, 1468
17: O=C(CCCN1C(=O)/C(=C/c2ccccc2)SC1=S)Nc1cccc(O)c1
    4%, i, 5.7, 4%, 3.7, 666, -23, i, 10, -0.091, 1.4, 1.6, 8.7%, -1.7, 0.1, -0.92, 1564
18: Cc1ccc(NC(=O)CCC(=O)NNC(=O)C(c2ccccc2)c2ccccc2)c(C)c1
    0%, i, 3.8, -6%, 1.9, 636, -11, i, -35, -0.15, 0.012, 0.28, -1.4%, -0.8, 5.9, 0.56, 1872
19: CCn1nnc(-c2ccccc2NC(=O)c2cccc(-n3cnnn3)c2)n1
    9%, i, 2.6, -17%, 2.0, ·, ·, i, -6, 1.2, 0.16, -0.081, -0.4%, -0.11, 2.4, -0.23, 1240
20: Cn1c(CSCc2ccccc2)nnc1SCC(=O)Nc1nccs1
    -4%, i, 1.6, 11%, 0.3, 749, -3, i, 5, -0.29, -0.097, -0.57, 0.9%, 0.61, 8.5, 0.12, 1320
21: CC(=O)Cc1nsc(NC(=O)c2ccc(Cl)cc2Cl)n1
    2%, i, 2.7, -10%, 1.1, 659, -1, i, -4, -0.26, 0.29, 0.12, 0.3%, -0.58, 4.7, -0.21, 1166
22: O=C(NC(=S)Nc1ccc(S(=O)(=O)Nc2ccccc2)cc1)C1CC1
    5%, i, 1.6, 22%, 1.1, 670, 3, i, 15, -0.11, 2.3, 2, -0.8%, -2.1, 0.4, -1.3, 1590
23: CCOC(=O)C1CCCN(CC(O)COCc2ccc3c(c2)OCO3)C1 (centres undefined)
    21%, i, 1.8, 11%, 3.2, 691, -8, i, 15, -0.33, 0.12, -0.072, 1.5%, 0.017, 5.9, -0.07, 1249
24: O=C(Nc1c(C(=O)N2CCCC2)cnn1-c1ccccc1)c1cccc(F)c1
    -1%, i, 3.8, 0%, 2.0, 532, -93, i, -1, -0.23, -0.1, -0.1, 0.8%, 0.31, 7.4, ·, ·
25: CS(=O)(=O)c1ccc2nnn(OCC(=O)Nc3cccc(C#N)c3)c2c1
    1%, i, ·, 3%, ·, 679, -4, ·, ·, -0.27, -0.33, -0.99, ·, 0.67, ·, -0.14, 1340
26: CCOc1ncccc1C(=O)Nc1ccc(OC)c(S(=O)(=O)N2CCCCC2)c1
    -2%, i, 3.6, -1%, 3.0, 712, 6, i, 0, -0.35, 0.71, 0.45, -0.3%, -0.43, 7.6, 0.89, 1203
27: CSc1ccc(CCNC(=O)c2cc(C)nn2-c2ccccc2)cc1
    3%, i, ·, -2%, ·, 671, -19, ·, ·, -0.25, 0.39, -0.71, ·, 0.23, ·, ·, ·
28: COc1ccc(CCN2C(=O)CS/C2=N/NC(=O)c2ccccc2F)cc1OC
    1%, i, 5.1, 10%, 2.3, 524, -7, i, 10, -0.21, 1.5, 0.42, 0.0%, -1.1, 4.6, 0.92, 2236
29: CC(=O)N1CCc2cc(S(=O)(=O)CCC(=O)N3CCN(C(=O)c4ccco4)CC3)ccc21
    2%, i, 1.8, -8%, 1.5, 694, 2, i, -7, -0.26, -0.17, -0.41, -2.5%, -0.44, 4.4, ·, ·
30: COc1ccc(CN2CCNC(=O)C2CC(=O)NCc2csc(C(C)C)n2)c(OC)c1 (centres undefined)
    5%, i, 0.9, -17%, 1.7, 654, 0, i, 22, 0.00041, 0.26, 0.63, 1.6%, -0.94, 10, -0.62, 1499

3 entries picked at random from those above, as already listed:
Values run as follows: M1AAP inhibition, Yfh1-off respiration, MT stabilizer, P. falciparum M17LAP, MT stabilizer Hoechst-high %, Lipid droplet cells 6.5 µM, Lipid droplet, Autophagy HCS, Autophagy HCS cell loss 18 h, Dynein cargo inh cytoplasmic EGFP, Dynein cargo inh nuclear GR-EGFP, Dynein cargo inh, CSM14.1 death rescue, Dynein cargo inh cell count, MT stabilizer cytotoxicity %, Ins promoter up, Ins promoter up cell count
25: CS(=O)(=O)c1ccc2nnn(OCC(=O)Nc3cccc(C#N)c3)c2c1
    1%, i, ·, 3%, ·, 679, -4, ·, ·, -0.27, -0.33, -0.99, ·, 0.67, ·, -0.14, 1340
26: CCOc1ncccc1C(=O)Nc1ccc(OC)c(S(=O)(=O)N2CCCCC2)c1
    -2%, i, 3.6, -1%, 3.0, 712, 6, i, 0, -0.35, 0.71, 0.45, -0.3%, -0.43, 7.6, 0.89, 1203
27: CSc1ccc(CCNC(=O)c2cc(C)nn2-c2ccccc2)cc1
    3%, i, ·, -2%, ·, 671, -19, ·, ·, -0.25, 0.39, -0.71, ·, 0.23, ·, ·, ·
